Efa HMGR inh: inhibitors of E. faecalis class II HMGR, primary screen, biochemical, Enterococcus faecalis | purified E. faecalis HMGR, NADPH absorbance 340 nm kinetic | inhibition, % at 10 µM | actives 0.41% (n = 190,000);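 active = inhibition above a set limit, the median over all tested compounds plus 3 SD, cut at about 9.5% in these data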;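 note: enzyme runs in reverse so mevalonate oxidation gives rising NADPH absorbance; 0% = complete reaction with DMSO and 100% = background rate lacking mevalonate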
TR-FRET SRC-2 ct: TR-FRET signal artefacts, primary screen, artefact control for PPARgamma SRC-2 agonist project, biochemical; TR-FRET artefact counter-screen; stronger effect = higher value; TR-FRET ratio at 8 µM; actives 0.4% (n = 200,000); in the data active = TR-FRET ratio above about 2000; note: inactives centre near 1500
PPARg SRC1 recr: PPARgamma agonists recruiting SRC-1 coactivator, primary screen, biochemical; PPARgamma-SRC-1 coactivator recruitment biochemical assay; activation, % at 8 µM; actives 0.41% (n = 200,000); in the data active = activation above about 19%;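 note: 0% = DMSO and 100% = reference agonist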
Target sequence (P37231 whole entry, looked up): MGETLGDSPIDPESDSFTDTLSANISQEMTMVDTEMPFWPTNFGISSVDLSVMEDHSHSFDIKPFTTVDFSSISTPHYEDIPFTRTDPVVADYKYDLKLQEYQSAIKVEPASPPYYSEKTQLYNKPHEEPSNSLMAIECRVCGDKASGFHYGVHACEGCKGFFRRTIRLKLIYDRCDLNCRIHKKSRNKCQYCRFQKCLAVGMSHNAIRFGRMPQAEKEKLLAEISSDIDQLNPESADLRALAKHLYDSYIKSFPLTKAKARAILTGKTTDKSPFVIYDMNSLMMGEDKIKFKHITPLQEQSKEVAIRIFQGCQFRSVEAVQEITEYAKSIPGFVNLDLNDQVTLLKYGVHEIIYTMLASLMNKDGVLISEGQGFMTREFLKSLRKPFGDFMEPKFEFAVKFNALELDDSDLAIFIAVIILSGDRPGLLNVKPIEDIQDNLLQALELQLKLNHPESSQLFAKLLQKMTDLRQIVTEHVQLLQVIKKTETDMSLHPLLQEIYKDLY
RAM network inh: inhibitors of the yeast RAM network, primary screen, dse1pr::URA3 reporter, 5-FOA selection. actives 1.8% (n = 190,000). S. cerevisiae dse1pr::URA3 reporter, 5-FOA growth OD615, 2 d; analog-sensitive cbk1-as2 kinase mutant strain. AID 868, 2007. inhibition, % at 50 µM;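 active = inhibition above a set limit, 3 SD over mean compound inhibition, cut at about 8.4% in these data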;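 note: 0% = DMSO-only wells with no growth and 100% = 10 µM 1-NA-PP1 full growth; inhibition rescues growth on 5-FOA so higher OD means more RAM inhibition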
S1P3 antag: S1P3 receptor antagonists, primary screen, cell-based. Sphingosine 1-phosphate receptor 3 (Homo sapiens), Q99500. CHO S1P3 NFAT-BLA reporter, FRET fluorescence, antagonist mode. inhibition, % at 4.98 µM. actives 0.27% (n = 170,000). AID 485, 2006;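 active = inhibition above the plate cutoff, the mean inhibition of test wells on that plate plus 3 SD, cut at about 28% in these data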;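 note: cells challenged with S1P at its EC80 of 0.8 µM; blue over green emission ratio from cleaved BLA substrate after 4 h stimulation; 0% = S1P-stimulated wells and 100% = unstimulated DMSO-only wells; some compounds past the cut are filed as inactive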
Target sequence (Q99500 whole entry, looked up): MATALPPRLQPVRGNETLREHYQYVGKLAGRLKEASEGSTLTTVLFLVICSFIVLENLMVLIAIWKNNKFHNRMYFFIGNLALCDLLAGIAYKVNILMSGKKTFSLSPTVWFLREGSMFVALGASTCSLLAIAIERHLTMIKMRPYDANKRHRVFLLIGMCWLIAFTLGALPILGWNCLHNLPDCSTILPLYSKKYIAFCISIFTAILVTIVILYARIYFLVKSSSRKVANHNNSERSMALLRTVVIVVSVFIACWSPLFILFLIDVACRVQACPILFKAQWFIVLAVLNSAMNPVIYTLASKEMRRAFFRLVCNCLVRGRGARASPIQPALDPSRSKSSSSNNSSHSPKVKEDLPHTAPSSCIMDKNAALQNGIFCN
bIAP inhibitor: bovine intestinal alkaline phosphatase inhibitors, primary screen, selectivity assay for TNAP inhibitor project, biochemical, bovine IAP, CDP-star luminescence. purified bovine IAP, 30 min. AID 1019, 2008. alkaline phosphatase, intestinal [Bos taurus]. 190,000 tested, under 10 active. inhibition, % at 20 µM;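 active = over 50% inhibition of intestinal alkaline phosphatase at 20 µM in the single-dose screen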
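Assay system: bovine IAP enzyme; medium: DEA buffer 100 mM, pH 9.8, with MgCl2 1.0 mM, ZnCl2 0.02 mM; doses: 20 µM single dose; incubation: enzyme reaction for 30 min at room temperature; detection: CDP-star luminescence signal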
DTT redox prof: compounds producing H2O2 with reducing agent – biochemical, NIH compound library profiling, artefact control for MLSCN library redox annotation, primary screen; DTT-dependent redox cycling H2O2, phenol red/HRP absorbance; 100% = 100 µM peroxide control, 0% = buffer; activation, % at 10 µM; actives 0.03% (n = 200,000);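 active = activation of at least 50% relative to the plate's high and low controls in the primary single-dose screen; inactive = activation below 50%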;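 note: compound incubated with DTT at 0.8 mM final as the reducing agent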
ROMK mod: ROMK potassium channel modulators, primary screen, cell-based, thallium flux, MLSMR library. Tet-inducible ROMK, thallium flux fluorescence; actives lie on both sides. actives 2% (n = 130,000). B-score at 10 µM;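 active = signal ratio slope over the read window, or its plate-corrected B-score, at least 3 SD from the plate mean, either direction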;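 note: B-score of the F/F0 ratio slope over 7 to 12 s after thallium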
PPARg SRC2 recr: agonists of PPARg-SRC-2 recruitment, primary screen, biochemical, HTS. Peroxisome proliferator-activated receptor gamma (Homo sapiens), P37231. PPARgamma LBD-SRC-2 recruitment. activation, % at 8 µM. actives 0.34% (n = 200,000); in the data active = activation above about 22%;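 note: 0% = vehicle and 100% = reference agonist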
L major viab: Leishmania major promastigote growth inhibition, primary screen; Leishmania major promastigotes, resazurin fluorescence viability; inhibition, % at 10 µM; actives 9% (n = 200,000); AID 1063, 2008; in the data active = inhibition above about 50%;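 note: promastigotes grown with compound for 44 hours at 28 °C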
PPARg SRC-3 ag: PPARgamma agonists recruiting SRC-3 coactivator, primary screen, biochemical. Peroxisome proliferator-activated receptor gamma (Homo sapiens), P37231. biochemical PPARgamma/SRC-3 coactivator recruitment assay. activation, % at 8 µM. actives 0.26% (n = 200,000). AID 731, 2007; in the data active = activation above about 23%;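 note: 0% = DMSO and 100% = reference agonist; some compounds past the cut are filed as inactive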
An asterisk follows results filed as active; . = not tested or not shown.

SMILES | Efa HMGR inh | TR-FRET SRC-2 ct | PPARg SRC1 recr | RAM network inh | S1P3 antag | bIAP inhibitor | DTT redox prof | ROMK mod | PPARg SRC2 recr | L major viab | PPARg SRC-3 ag
O=C(O)CCCCCn1c(SCC(=O)c2ccc(O)c(O)c2)nc2ccsc2c1=O | 13* | 1597 | 5 | 7.8 | 2 | 42 | -0.5 | 0.74 | 3 | -7 | 0
O=C(C1=C[C@@H](C2CC2)C[C@@H](OCc2ccc(CO)cc2)O1)N1CCOCC1 | -6 | 1361 | -12 | 0.6 | 4 | -21 | 0.5 | . | -3 | -4 | -1
Cc1ccc(S(=O)(=O)Nc2ccccc2CNc2c(C)n(C)n(-c3ccccc3)c2=O)cc1 | -5 | 1698 | 6 | 0.4 | 1 | -5 | -0.8 | 0.058 | 12 | -9 | 2
O=C(CN1C(=O)C2CC=CCC2C1=O)Nc1nc2ccccc2s1 (stereo not drawn) | -4 | 1546 | -4 | 1.8 | -3 | -14 | -1.1 | 1.2 | -4 | 3 | 2
COc1ccc(C(=O)c2oc3nc(C)cc(C)c3c2N)cc1 | 1 | 1504 | -2 | 1.6 | . | 3 | -0.9 | 0.0077 | 9 | 18 | 1
Cc1ccc(S(=O)(=O)NC2CCOC(C)(C)C2)cc1 (stereo not drawn) | -7 | 1679 | 13 | 0.5 | -40 | 6 | -0.3 | . | 7 | 5 | 14
COc1cccc(CNn2cnnc2)c1OCc1ccccc1F | -2 | 1759 | 4 | -0.3 | 0 | 2 | 1.9 | 0.52 | -2 | 2 | 4
CCCCNc1nc(-c2ccccc2)nc(-n2ccnc2)n1 | -4 | 1387 | 0 | 5.1 | . | 6 | 0.8 | -0.66 | 0 | 9 | -4
COCc1cc(C)nc2oc(C(=O)c3ccccc3)c(N)c12 | -6 | 1454 | -3 | 0.4 | -25 | 8 | 0.2 | . | 5 | -5 | 1
CCn1ncc(CNC(=O)CCCSc2nc(-c3ccco3)cc(C(F)(F)F)n2)c1C | -11 | 1377 | -3 | 1.0 | . | -8 | -0.3 | 0.15 | 13 | 8 | 17
N#Cc1ccsc1NC(=O)CCc1ccccc1 | 4 | 1352 | 11 | 1.8 | -1 | 4 | 1.5 | 1.9 | -10 | 5 | 5
NC(=O)C1CCN(C(=O)c2cc(S(=O)(=O)N3CCOCC3)ccc2Cl)CC1 | -3 | 1747 | 2 | 0.3 | 13 | -5 | 0.2 | -1 | 1 | -4 | -1
COc1ccc(OC)c(NC(=O)C(CC(=O)O)Cc2ccc(Cl)cc2)c1 (stereo not drawn) | -5 | 1467 | -8 | 1.3 | . | -5 | 0.0 | 1.2 | 8 | -1 | -1
COc1ccc(C(=O)CSc2nnc(-c3cccnc3)n2Cc2ccco2)cc1 | -6 | 1790 | 5 | 0.2 | 12 | 8 | 1.1 | 0.018 | 0 | 2 | 9
Cc1cccc(N2C(=O)CSC23CCCCC3)c1 | 2 | 1621 | 10 | -0.5 | -2 | -13 | -0.9 | -0.15 | 12 | 9 | 2
COC(=O)c1c(C)[nH]c(C(=O)NCc2ccco2)c1C | -4 | 1510 | 2 | 0.4 | 3 | -5 | -1.1 | -0.085 | 0 | -1 | -2
Cc1cccnc1NC(=O)c1cc2ccccc2oc1=O | 3 | 1630 | 5 | 1.9 | -11 | 2 | -0.6 | 0.97 | -5 | 23 | 2
CCOC(=O)c1nc(NCc2ccccc2C)c2ccccc2n1 | -10 | 1417 | -1 | 1.6 | -22 | 4 | -1.8 | 1.1 | -2 | 65* | -2
Cc1cc(NC(=O)Nc2cccs2)no1 | -2 | 1633 | 10 | 1.1 | 4 | 3 | 1.5 | . | 8 | -1 | 16
CCOC(=O)/C(C#N)=C\c1ccc(OCC(=O)Nc2ccc(C)cc2C)c(OC)c1 | -5 | 1454 | -9 | 4.4 | . | 0 | 2.4 | . | 12 | -2 | -8
COc1ccc(NC(=O)CC2C(=O)N(C)C(=S)N2Cc2ccc3c(c2)OCO3)cc1 (stereo not drawn) | 0 | 1734 | 3 | 0.8 | 2 | 5 | -0.2 | -0.12 | 8 | -4 | 0
COc1cc(/C=C/C(=O)Nc2cc(S(=O)(=O)N3CCOCC3)ccc2N2CCCC2)cc(OC)c1OC | 1 | 1589 | 6 | 5.2 | -31 | -10 | -0.6 | 0.59 | -5 | 8 | 3
Cn1cc(-c2nnnn2-c2ccc(Cl)cc2)c(C(F)(F)F)n1 | -2 | 1487 | -5 | -0.5 | . | 15 | 1.4 | . | -5 | -3 | -2
CCOc1ccc(C(=O)OCc2nnc(-c3cccs3)o2)cc1OC | -2 | 1394 | -9 | 0.3 | 18 | 0 | 2.3 | . | 6 | -3 | 0
C=CCn1c(=NC(=O)c2cc(Cl)sc2Cl)sc2cc(S(N)(=O)=O)ccc21 | -1 | 1584 | 8 | 1.9 | -9 | 24 | -0.6 | -0.25 | 7 | 0 | 4
CC1CN(CC(O)COC(c2ccc(Cl)cc2)c2ccc(Cl)cc2)CC(C)O1 (stereo not drawn) | -5 | 1358 | -6 | -0.6 | 11 | 32 | 0.5 | . | -3 | 67* | -2
CCn1c(-c2ccc(-c3ccccc3)cc2)c[nH]c1=S | 0 | 1659 | 3 | 1.2 | . | 21 | 0.1 | -2.2 | 10 | 16 | 7
O=C(NCc1ccc2c(c1)OCO2)c1nnc(Cc2ccc(F)cc2)o1 | 0 | 1447 | 0 | 0.5 | 106* | -15 | -0.1 | 0.33 | 2 | -11 | 3
COC(=O)Cc1c(C)nc2nc[nH]n2c1=O | -2 | 1383 | 2 | 3.7 | -23 | 5 | 2.7 | . | -6 | -5 | 3
Cc1c(NC(=O)C(C)OC(=O)C(NC(=O)c2ccco2)C(C)C)c(=O)n(-c2ccccc2)n1C (stereo not drawn) | -2 | 1485 | -1 | 0.7 | 16 | 1 | 3.4 | . | 5 | -6 | 6
CCOc1ccc(N2CC(C(=O)OC)CC2=O)cc1 (stereo not drawn) | -10 | 1567 | 3 | -0.3 | -13 | 13 | 2.6 | . | 1 | -3 | 4
CN1CCNC(=O)C1CC(=O)NCCc1ccccc1F (stereo not drawn) | 0 | 1452 | -3 | 0.5 | -14 | -2 | -0.6 | 0.41 | 1 | -5 | 2
COc1ccc(CNC(=O)COC(=O)c2cc(-c3ccc(Cl)s3)nc3ccccc23)cc1 | -1 | 2696* | 13 | 5.1 | . | 17 | -0.3 | -0.28 | 23* | -1 | 17
CCN(CC)C(=O)CSc1nc2ncc(Br)cc2[nH]1 | 2 | 1309 | 1 | 0.6 | -6 | 2 | -0.2 | . | 7 | 9 | 4
CCN(CC)CCCCCOc1ccccc1OC | -18 | 1416 | 2 | -0.4 | -62 | -2 | -0.3 | . | 7 | 37 | 8
COc1ccc(C2C=C(c3ccccc3)Nc3nnnn32)cc1 (stereo not drawn) | -3 | 1662 | 8 | 7.5 | -36 | 8 | -0.4 | 1.1 | 4 | 4 | -4
COc1ccc(NCCC#N)cc1 | 0 | 1430 | 5 | 1.8 | . | -2 | -0.3 | . | 11 | 4 | -5
Cc1cc(NC(=O)CCC(=O)N(CC(=O)NCC2CCCO2)Cc2ccc(F)cc2)no1 (stereo not drawn) | -7 | 1412 | -3 | -0.1 | . | -2 | 0.1 | 0.0092 | -2 | -8 | 3
CCC(=Nc1ccccc1OC)C1=C(O)CC(c2ccccc2)CC1=O (stereo not drawn) | 2 | 1784 | 1 | -0.5 | 4 | 3 | 1.5 | 2.2 | 2 | 53* | 3
COc1ccc(-c2nc3c(-c4ccc(Cl)cc4)cnn3cc2C)cc1F | 6 | 1641 | 8 | 5.6 | 5 | 8 | -1.1 | -2.3 | 2 | -1 | 1
COc1ccc(NC(=O)Nc2cccc3cccnc23)cc1 | -6 | 1566 | 3 | 2.5 | 16 | 24 | -1.4 | -0.41 | 1 | 3 | 14
CNC(=O)CN(c1cc([N+](=O)[O-])ccc1OC)S(C)(=O)=O | -1 | 1413 | -7 | -0.8 | 2 | -7 | 0.4 | 0.35 | -12 | 44 | -5
CC(C)(C)NC(=O)C(c1ccncc1)N(Cc1cccs1)C(=O)Cn1nnc(-c2cccs2)n1 (stereo not drawn) | -2 | 1366 | 1 | 1.2 | -25 | 6 | 0.7 | . | 4 | 4 | -7
Cc1cc(Nc2c(C)n(C)n(-c3ccccc3)c2=O)c2ccccc2n1 | -6 | 1625 | -3 | 0.9 | 4 | -1 | 0.5 | 0.59 | 5 | -3 | 3
O=C(NNC(=S)Nc1ccccc1)C1CCCCC1 | -4 | 1577 | 2 | -0.5 | -2 | -5 | -0.5 | -0.86 | 0 | -2 | 5
COc1ccc(C(=O)C2CCCN(Cc3ccc(C#CCCO)cc3)C2)cc1F (stereo not drawn) | 0 | 1364 | -2 | 0.6 | -13 | -14 | -1.4 | -0.41 | -2 | 50* | 0
C/C(=N\NC(=O)C1(C)CC1(Br)Br)c1ccc([N+](=O)[O-])cc1 (stereo not drawn) | 0 | 1729 | 6 | 1.2 | -13 | -25 | -0.1 | 2.5 | 4 | -4 | 2
CC(N)=Nc1ccc([N+](=O)[O-])cc1 | -1 | 1637 | 12 | 0.5 | 0 | 6 | -0.1 | 0.8 | 5 | -7 | 4
O=C(CSc1nccc(=O)[nH]1)Nc1ccc(F)c([N+](=O)[O-])c1 | 0 | 1575 | -5 | 1.2 | -11 | 4 | . | 0.3 | 6 | 51* | 2
O=C(Cc1ccccc1)Nc1cccnc1 | -4 | 1471 | -2 | 0.4 | -13 | -9 | -0.8 | -0.59 | 0 | -10 | -2
Cc1ccc(NC(=O)Cn2c(=O)n(CCC(=O)NC3CCN(Cc4ccccc4)CC3)c(=O)c3ccccc32)cc1 | -2 | 1356 | -2 | 0.2 | -9 | -17 | -1.1 | -1.5 | -11 | 0 | -9
